DUSP3 inh: VHR1 phosphatase inhibitors, primary screen, biochemical, absorbance, uHTS; Dual specificity protein phosphatase 3 (Homo sapiens), P51452; AID 1654, 2009; inhibition, % at 13.3 µM; hit rate 0.52% among 290,000; recombinant VHR phosphatase, pNPP absorbance; in the data active means inhibition above about 50%; further: some compounds called inactive have numbers as strong as hits
Target sequence (P51452 whole entry, looked up): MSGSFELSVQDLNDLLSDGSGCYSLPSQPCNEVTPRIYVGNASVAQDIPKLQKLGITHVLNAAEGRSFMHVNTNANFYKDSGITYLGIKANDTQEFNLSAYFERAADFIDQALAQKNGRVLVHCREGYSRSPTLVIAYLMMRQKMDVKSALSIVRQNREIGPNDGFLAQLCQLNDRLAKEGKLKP
SSB-PriA inh: inhibitors of Klebsiella pneumoniae PriA binding to SSB C-terminal tail, primary screen, biochemical, AlphaScreen. inhibition, % at 33 µM. AlphaScreen SSBct-PriA binding, biotinylated peptide. PriA–SSB C-terminal tail interaction (Klebsiella pneumoniae). hit rate 0.6% among 430,000. AID 1272365, 2023; in the data active means inhibition mostly above about 37%, no sharp cut-off; inactive means mostly below about 20%;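 further: plate controls were negative control peptide for no effect and reference peptide for full effect; strong numbers were not always called active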
3CLpro inhibitor: SARS-CoV 3CLpro protease inhibitors, primary screen, biochemical, quenched FRET | Replicase polyprotein 1ab (Severe acute respiratory syndrome coronavirus), P0C6X7 | recombinant SARS-CoV 3CLpro, quenched FRET peptide cleavage | hit rate 0.14% among 290,000 | inhibition, % at 6 µM; in the data active means inhibition above about 12%
MazF activator: activators of E. coli MazEF toxin-antitoxin RNase, primary screen, biochemical, fluorescence, uHTS | FAM/BHQ RNA-DNA oligo cleavage fluorescence, 5 h | activation, % at 20 µM | hit rate 0.32% among 350,000; in the data active means activation above about 50%
Target sequence (P0AE70 whole entry, looked up): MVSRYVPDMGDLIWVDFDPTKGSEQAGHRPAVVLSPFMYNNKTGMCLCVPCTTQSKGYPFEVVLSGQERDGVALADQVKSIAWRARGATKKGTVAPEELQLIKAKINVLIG
Rv3671c protease: Rv3671c serine protease inhibitors, primary screen, biochemical, fluorescence polarization, M. tuberculosis H37Rv. inhibition, % at 5.96 µM. hit rate 0.048% among 320,000. P9WHR9. AID 2606, 2010; in the data active means inhibition above about 38%;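 further: extracellular domain of Rv3671c used as enzyme; 0% = enzyme with DMSO and 100% = no enzyme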
BoNT F protease: BoNT/F light chain protease inhibitors, primary screen, biochemical, flow cytometry, MLPCN library | Botulinum neurotoxin type F light chain protease (Clostridium botulinum) | hit rate 0.22% among 360,000 | AID 588497, 2011 | inhibition, % at 10 µM | Multiplex microsphere protease cleavage assay; in the data active means inhibition above about 35%, passing the limit was not always enough; inconclusive means no clear call, values can overlap the other calls; further: plate controls were buffer without enzyme for full effect and enzyme alone for no effect
BoNT-A LC inh2: BoNT/A light chain protease inhibitors, primary screen, biochemical, flow cytometry, MLPCN library; hit rate 0.17% among 360,000; multiplex microsphere protease substrate cleavage; inhibition, % at 10 µM; further: plate controls were buffer without enzyme for full effect and enzyme alone for no effect
Anthrax LF inh2: Bacillus anthracis LF protease inhibitors, primary screen, biochemical, multiplex microsphere, MLPCN library | hit rate 0.12% among 360,000 | multiplex microsphere protease cleavage assay | Lethal factor (Bacillus anthracis), P15917 | inhibition, % at 10 µM; further: plate controls were buffer without enzyme for full effect and enzyme alone for no effect
Target sequence (P15917 whole entry, looked up): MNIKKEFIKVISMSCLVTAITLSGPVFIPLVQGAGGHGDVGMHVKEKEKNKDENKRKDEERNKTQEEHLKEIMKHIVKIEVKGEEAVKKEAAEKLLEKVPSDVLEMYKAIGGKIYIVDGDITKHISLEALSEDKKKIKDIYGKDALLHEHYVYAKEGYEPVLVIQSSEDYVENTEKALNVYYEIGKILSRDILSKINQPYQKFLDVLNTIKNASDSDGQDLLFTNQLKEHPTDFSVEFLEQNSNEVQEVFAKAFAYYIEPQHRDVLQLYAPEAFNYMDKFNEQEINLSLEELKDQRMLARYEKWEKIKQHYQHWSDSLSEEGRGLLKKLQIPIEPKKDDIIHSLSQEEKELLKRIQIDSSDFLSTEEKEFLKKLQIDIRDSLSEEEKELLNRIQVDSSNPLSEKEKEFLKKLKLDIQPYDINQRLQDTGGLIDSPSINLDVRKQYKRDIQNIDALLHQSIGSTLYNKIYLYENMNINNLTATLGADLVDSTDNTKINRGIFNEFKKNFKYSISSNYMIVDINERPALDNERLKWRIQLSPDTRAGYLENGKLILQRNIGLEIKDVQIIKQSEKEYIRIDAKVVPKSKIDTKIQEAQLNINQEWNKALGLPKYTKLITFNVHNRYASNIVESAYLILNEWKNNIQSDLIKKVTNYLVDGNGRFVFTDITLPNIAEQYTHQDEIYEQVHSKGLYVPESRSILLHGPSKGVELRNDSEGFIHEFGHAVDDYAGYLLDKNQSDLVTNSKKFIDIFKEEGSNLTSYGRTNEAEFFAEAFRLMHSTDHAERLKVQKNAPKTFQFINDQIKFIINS
PrPC surface inh: inhibitors of human cell surface prion protein PrPC, primary screen, cell-based, TR-FRET | hit rate 0.43% among 370,000 | inhibition, % at 13.8 µM | TR-FRET read-out | Major prion protein (Homo sapiens), P04156; in the data active means inhibition above about 24%; further: 0% = median of the test wells and 100% = reference compound wells
CCHF vOTU inh: CCHFV vOTU protease inhibitors, primary screen, biochemical, Pep-AMC substrate, fluorescence; Crimean-Congo hemorrhagic fever virus L polyprotein viral ovarian tumor (vOTU) protease …; inhibition, % at 11.5 µM; hit rate 0.55% among 370,000; in the data active means inhibition above about 30%; further: 0% = vehicle wells with enzyme and 100% = no enzyme wells
* hit, by the source's call; ? = inconclusive; . = no result given. Unless noted, no stated cut-off is given here; in the data, active means inhibition above about 30%; inconclusive means no clear call, values can overlap the other calls; inactive means below that. Some of the compounds tested (hit frequency here may not be typical).

SMILES | DUSP3 inh | SSB-PriA inh | 3CLpro inhibitor | MazF activator | Rv3671c protease | BoNT F protease | BoNT-A LC inh2 | Anthrax LF inh2 | PrPC surface inh | CCHF vOTU inh
CC(C)NCC(=O)C12CC3CC(CC(C3)C1)C2 | 13.1 | 1.2 | 2.5 | 8.8 | -1.1 | -4.9 | -0.9 | -9.9 | 10.6 | -10.8
Cc1nc2c(OCc3ccc(C(F)(F)F)cc3)cccn2c1N(C)CC1CC1 | . | . | . | . | . | -0.9 | -0.3 | 2.5 | 14.5 | 19.6
COc1ccccc1NC(=O)C1=C(C)NC2=C(C(=O)CCC2)C1c1ccc(C)o1 (centres undefined) | -11.2 | -4.1 | -2.0 | -3.9 | -7.5 | -16.5 | -2.3 | -8.2 | -1.8 | -12.0
CC1CC(C)CN(C(=O)COC(=O)C2CCN(S(=O)(=O)c3ccc4c(c3)OCCO4)CC2)C1 (centres undefined) | . | -3.5 | . | 2.8 | 2.4 | -5.5 | 1.1 | 7.2 | -0.9 | 6.8
CCCNc1nc2c(c(=O)n(C)c(=O)n2C)n1CCCc1ccccc1 | 20.5 | 10.3 | 0.4 | 7.9 | 6.7 | -8.9 | 1.8 | 2.3 | 0.5 | -4.2
Cc1cc([N+](=O)[O-])ccc1NC(=O)Cc1ccc(F)cc1 | -6.9 | 0.3 | 5.4 | 3.8 | 0.1 | -7.9 | 0.4 | -0.6 | -4.0 | -4.6
O=C(Oc1ccc2c(c1)OCO2)c1cc2c(s1)CCC2 | 1.0 | -26.4 | -2.9 | -1.9 | -2.1 | 53.7* | 2.1 | -0.6 | -8.6 | 46.5*
COc1cc(Cl)ccc1OC1(C)CCN(Cc2cccn2-c2nccs2)C1 (centres undefined) | . | . | . | . | . | -23.4 | -0.7 | -5.7 | -1.9 | -12.9
COc1ccc(OC)c(NC(=O)c2cc(-c3ccc(C)cc3O)n[nH]2)c1 | 10.5 | -3.5 | 3.6 | -5.0 | -5.8 | -9.9 | 0.5 | -2.0 | -3.8 | -9.2
Cc1ccc(C(=O)Nn2cnc3scc(-c4cccs4)c3c2=O)c(O)c1 | -6.1 | 5.6 | 4.4 | -5.1 | -16.3 | -4.0 | 0.0 | -1.0 | -11.0 | -5.4
Cn1ncc(Br)c1C(=O)NC12CC3CC(CC(C3)C1)C2 | -1.5 | -18.5 | 1.3 | 2.0 | -1.4 | -5.1 | 1.4 | -1.0 | -3.7 | 2.1
COc1ccc(/C=C/C(=O)NC(=S)NCCc2ccc(OC)c(OC)c2)cc1 | 29.7 | -4.9 | -4.7 | 6.1 | 3.0 | 0.9 | -0.3 | -3.5 | -3.1 | -21.8
OCCN1CCN(c2ncnc3nc[nH]c23)CC1 | 2.4 | -0.3 | -1.3 | 9.0 | -11.9 | -8.6 | -0.9 | -6.5 | -7.4 | -2.2
COc1ccc(S(=O)(=O)N(Cc2ccccc2)Cc2nc(-c3ccccc3)no2)cc1 | 1.2 | -20.5 | 1.9 | -8.2 | -2.7 | -11.1 | -0.3 | -5.0 | 4.2 | 19.3
CN(C(=O)CCN1C(=O)c2ccccc2C1=O)C1CCCCC1 | 24.3 | 0.1 | -0.5 | 6.6 | 14.1 | -10.8 | -0.7 | 1.2 | 9.7 | -9.4
CCC(=O)NC(=S)Nc1ccc(S(=O)(=O)NC(C)C)cc1 | 12.0 | -11.0 | -0.9 | 2.2 | -4.1 | -13.8 | -1.8 | 0.1 | . | .
O=C(CSc1ncnc2sc3c(c12)CCCC3)c1ccco1 | 4.5 | 0.9 | 2.9 | 2.9 | -12.6 | -0.9 | -0.2 | 2.3 | 0.8 | 5.3
Cc1ccc(S(=O)(=O)N(CC(=O)Nc2cccc(N(C)S(C)(=O)=O)c2)c2ccc(Cl)c(Cl)c2)cc1 | 8.4 | -2.0 | -3.5 | 4.0 | -71.6 | -3.6 | 2.1 | -3.9 | 7.1 | 3.5
NS(=O)(=O)c1ccc(CNC(=S)NCc2ccc(F)cc2)cc1 | 10.1 | 9.4 | -5.7 | 7.3 | -12.2 | -0.9 | 1.0 | -2.3 | 5.5 | -4.5
CCOC(=O)CSc1nnc(CCCCCN2C(=O)c3cccc4cccc(c34)C2=O)o1 | -8.5 | 7.5 | 0.0 | -4.4 | -17.8 | 0.0 | 0.3 | -0.2 | -8.0 | 0.1
COc1ccc(NC(=O)/C(=C/c2cccnc2)NC(=O)c2cccs2)cc1 | 23.7 | -13.3 | -3.4 | 0.7 | 8.2 | -3.2 | -0.1 | -1.2 | 0.7 | 0.1
O=CNc1ccccc1Oc1ccccc1 | -0.8 | -15.8 | -2.0 | -0.1 | -2.4 | 3.4 | -0.5 | 1.9 | 0.4 | 10.0
CC(C)(C)OC(=O)N[C@@H](Cc1ccccc1)C(=O)NCC1CCC(C(=O)N[C@@H](CCC(N)=O)C(=O)O)CC1 (some centres undefined) | -3.3 | 6.9 | 0.6 | -3.5 | . | -3.4 | -0.2 | 6.3 | -2.5 | -0.3
COCC(C)NC(=O)CCc1nnc(C2(c3ccc(Cl)cc3)CCC2)o1 (centres undefined) | 8.4 | -9.8 | -0.2 | 1.3 | 8.1 | -0.5 | 0.3 | -1.0 | 5.9 | -7.5

Looked up by compound from above (2):
SMILES | DUSP3 inh | SSB-PriA inh | 3CLpro inhibitor | MazF activator | Rv3671c protease | BoNT F protease | BoNT-A LC inh2 | Anthrax LF inh2 | PrPC surface inh | CCHF vOTU inh
COCC(C)NC(=O)CCc1nnc(C2(c3ccc(Cl)cc3)CCC2)o1 (centres undefined) | 8.4 | -9.8 | -0.2 | 1.3 | 8.1 | -0.5 | 0.3 | -1.0 | 5.9 | -7.5
CN(C(=O)CCN1C(=O)c2ccccc2C1=O)C1CCCCC1 | 24.3 | 0.1 | -0.5 | 6.6 | 14.1 | -10.8 | -0.7 | 1.2 | 9.7 | -9.4

Following part.
SMILES | DUSP3 inh | SSB-PriA inh | 3CLpro inhibitor | MazF activator | Rv3671c protease | BoNT F protease | BoNT-A LC inh2 | Anthrax LF inh2 | PrPC surface inh | CCHF vOTU inh
CN=C(SCc1ccccc1)c1c(O)n(C)c(=O)n(C)c1=O | 15.3 | -10.5 | 1.7 | -2.1 | -1.1 | 5.1 | 0.0 | -2.7 | -11.1 | -23.1
CCCOc1ccc(NC(=O)CNC(=O)c2cc(OC)cc(OC)c2)cc1OCCC | 26.3 | -3.1 | 1.9 | 11.8 | -8.2 | -101.2 | 3.0 | -28.1 | 1.4 | 13.1
CCC(=O)Nc1nnc(-c2ccc(OC)cc2)o1 | 29.2 | -20.1 | 2.4 | 0.9 | 3.2 | -5.3 | -0.6 | -3.0 | -2.8 | -7.3
O=C(NCc1ccccc1OC(F)(F)F)C1CCC(=O)N(C2CC2)C1 (centres undefined) | -1.9 | 6.1 | -1.7 | -1.9 | . | 1.8 | -1.3 | 0.1 | 4.2 | 7.2
COC(=O)[C@@H]1Cc2c([nH]c3ccccc23)C(C)(C)N1C(=O)CCl | -41.0 | -13.6 | 0.2 | -2.1 | . | 6.6 | -0.5 | 6.1 | 5.9 | 4.5
Cc1cccc(OCC(=O)N2CCOCC2)c1 | 7.4 | -14.0 | 2.4 | -9.9 | -1.3 | -12.6 | -1.7 | -3.1 | -2.9 | 5.0
COc1ccccc1CCC(=O)Nc1cccc(S(=O)(=O)N2CCCCCC2)c1 | . | -13.7 | . | -0.6 | -13.9 | -10.0 | 0.2 | -7.9 | 6.8 | 9.4
CC(C)C1(CCNC(=O)c2cccs2)CCOC(C)(C)C1 (centres undefined) | 4.4 | -13.7 | -3.3 | 12.6 | 8.5 | -4.8 | -0.3 | -1.0 | -2.2 | 4.1
COc1cc(CNC(=O)Nc2nc(C(N)Cc3ccc(Cl)cc3)cs2)cc(OC)c1OC (centres undefined) | . | . | . | . | . | -10.8 | -0.2 | -3.5 | -12.4 | -0.1
COc1ccc(Cn2c(O)c(C=Nc3ccccc3C(=O)O)c3ccccc3c2=O)cc1 | 27.7 | 4.0 | 2.5 | -6.8 | 10.7 | -1.7 | 0.0 | -1.7 | 3.4 | -6.6
CC1(C)CC2CC(C)(CN2C(=O)c2cccs2)C1 (centres undefined) | -3.8 | -8.5 | 1.1 | -8.4 | 1.4 | 8.4 | 1.0 | -0.4 | -3.4 | 9.2
CCN(CC)c1ccc(-c2nn3c(-c4ccccc4OC)nnc3s2)cc1 | 11.3 | -18.3 | 5.4 | 0.8 | 4.8 | -15.0 | -1.0 | ? | . | .
CCOC(=O)Cc1csc(NC(=O)Nc2ccc(F)cc2)n1 | -4.4 | -1.5 | 1.1 | -9.2 | 6.5 | -2.4 | 0.2 | -1.1 | 17.3 | -9.1
CN1CCN(c2nc3ccccc3nc2C(C#N)S(=O)(=O)c2ccccc2)CC1 (centres undefined) | 20.5 | 6.6 | 3.5 | -7.3 | 2.0 | . | . | . | -6.5 | -5.3
COc1ccccc1C(=O)NCC(=O)OCC(=O)NNC(=O)c1ccc(Br)cc1 | . | -10.7 | . | -6.3 | 5.9 | -8.1 | -0.4 | -4.9 | 4.6 | 1.2
Nc1c(C(=O)CSc2nncn2-c2ccccc2)c(=O)[nH]c(=O)n1C1CC1 | . | 0.7 | . | 5.0 | -7.1 | 4.4 | 0.1 | -3.7 | -5.0 | 2.9
CCCCCCN1C[C@H](O)[C@@H](n2cc(C3CC3)nn2)C[C@@H]1c1ccc(Cl)cc1 | . | . | . | 6.9 | . | -5.0 | 0.1 | 1.0 | 1.9 | -8.0
Cc1ccc(CCNC(=O)CN2C(=O)CSc3ccc(S(=O)(=O)N4CCOCC4)cc32)cc1 | . | . | . | 7.0 | . | -5.5 | 0.1 | -4.7 | 1.6 | 6.4
O=C(Cn1ccc([N+](=O)[O-])n1)NCc1cccs1 | 16.5 | -1.5 | -2.4 | 4.7 | 2.3 | 0.7 | -0.3 | -4.9 | -1.4 | -13.5
CCNC(=S)NNC(=O)C(c1ccccc1)c1ccccc1 | 3.8 | -12.1 | 3.3 | 5.6 | -9.7 | 3.2 | -0.3 | -6.5 | 0.2 | -10.1
Cc1cc(S(=O)(=O)N2CCC3(CC2)OCCO3)c(C)cc1Cl | 6.2 | -17.2 | 6.7 | -3.4 | 0.5 | -1.3 | -0.7 | 0.2 | 1.3 | -1.0
Cc1c(N=Cc2c(O)n(C)c(=O)[nH]c2=O)c(=O)n(-c2ccccc2)n1C | 31.5 | -8.8 | 7.8 | 11.1 | -4.1 | -8.6 | -0.9 | -7.8 | 1.4 | -4.6
O=C(CN1C(=O)c2ccccc2S1(=O)=O)NCCSCc1ccco1 | -2.1 | -1.4 | 1.8 | -2.4 | 12.1 | 0.5 | -0.2 | 0.1 | 3.2 | -6.3
CCOc1ccc(S(=O)(=O)/N=C(/Nc2ccc(C)c(S(=O)(=O)N3CCOCC3)c2)c2ccccc2)cc1 | . | . | . | -0.3 | -20.9 | -1.8 | -0.1 | -0.9 | -7.7 | 0.6

Gathered by group: the entries above containing a CF3 group (2)
SMILES | DUSP3 inh | SSB-PriA inh | 3CLpro inhibitor | MazF activator | Rv3671c protease | BoNT F protease | BoNT-A LC inh2 | Anthrax LF inh2 | PrPC surface inh | CCHF vOTU inh
Cc1nc2c(OCc3ccc(C(F)(F)F)cc3)cccn2c1N(C)CC1CC1 | . | . | . | . | . | -0.9 | -0.3 | 2.5 | 14.5 | 19.6
O=C(NCc1ccccc1OC(F)(F)F)C1CCC(=O)N(C2CC2)C1 (centres undefined) | -1.9 | 6.1 | -1.7 | -1.9 | . | 1.8 | -1.3 | 0.1 | 4.2 | 7.2
